# D2 PAM: HTS Assay for Positive Allosteric Modulators of the Human D2 Dopamine Receptor: Primary Screen for Potentiators; potentiation, % at 10 µM; HEK293 T-REx D2, calcium flux, EC20 dopamine potentiation; D(2) dopamine receptor (Homo sapiens), P14416; hit rate 0.34% among 340,000;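 active = potentiation over 3 SD above the plate norm, cut at about 30% in these data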; note: 0% is about no effect
#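 Potentiation of an EC20 dopamine calcium response measured kinetically over 180 s, after a preceding 180 s compound-only read flagging agonists. Cells: inducible Hek293 Trex D2 line, 4000/well, cultured overnight at 30 C before dye loading.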
# D2 antagonist: HTS Assay for Allosteric Antagonists of the Human D2 Dopamine Receptor: Primary Screen for Antagonists; HEK293 TREx D2 cells, calcium flux, dopamine EC80; inhibition, % at 10 µM; hit rate 2% among 340,000; in the data active = inhibition above about 30%; note: 0% is about no effect
#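 Measurement of antagonist activity uses fluorescent calcium dye in inducible HEK293 T-REx D2 cells: 10 s baseline, compound addition with 180 s read, EC80 dopamine addition with a further 180 s read.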
# RXFP1 antag: qHTS Assay for Antagonists of the Relaxin Receptor RXFP1 | activity change, negative = inhibition, % at 57.5 µM | hit rate 0.59% among 350,000 | AID 1259400, 2018 | Relaxin receptor 1 (Homo sapiens), Q9HBX9 | HEK293-RXFP1, relaxin-stimulated cAMP HTRF, 30 min; active compounds read low;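 active = activity change of -60% or lower, but not beyond a set lower limit; inconclusive = change between -60% and -40%, or beyond the set limit; inactive = change above -40%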; note: % is set by controls: 0 for no effect and ±100 for the full control effect
# D1 potentiator: Potentiators of Human D1 Dopamine Receptor: qHTS | HEK293 TREx D1 cells, calcium flux, dopamine EC20 potentiation | D(1A) dopamine receptor (Homo sapiens), P21728 | hit rate 0.036% among 360,000 | potentiation, % at 10 µM | AID 504651, 2011; in the data active = potentiation above about 30%; note: 0% is about no effect
# Target sequence (P21728 whole entry, looked up): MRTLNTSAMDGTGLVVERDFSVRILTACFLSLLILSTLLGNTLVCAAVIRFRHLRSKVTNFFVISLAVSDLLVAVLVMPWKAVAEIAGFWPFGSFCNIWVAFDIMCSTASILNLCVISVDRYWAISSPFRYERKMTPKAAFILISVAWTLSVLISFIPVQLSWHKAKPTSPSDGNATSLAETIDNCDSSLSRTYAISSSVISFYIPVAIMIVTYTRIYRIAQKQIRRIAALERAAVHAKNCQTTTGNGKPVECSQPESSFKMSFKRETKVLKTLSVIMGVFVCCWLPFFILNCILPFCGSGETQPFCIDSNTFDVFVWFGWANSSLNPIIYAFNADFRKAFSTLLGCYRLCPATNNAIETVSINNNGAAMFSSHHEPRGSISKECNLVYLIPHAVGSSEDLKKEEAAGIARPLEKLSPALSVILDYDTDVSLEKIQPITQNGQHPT
# D1 antagonist: Antagonist of Human D 1 Dopamine Receptor: qHTS. hit rate 3.2% among 360,000. activity change, negative = inhibition, % at 10 µM. HEK293 TREx D1 cells, calcium flux, dopamine EC80; active compounds read low; in the data active = activity change below about -30%; note: % is set by controls: 0 for no effect and ±100 for the full control effect
#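 Cells carrying a force-coupled, tetracycline-inducible human D1 receptor report calcium flux. Each well gets a 10 s baseline, compound with 180 s monitoring, then an EC80 dopamine stimulus with a second 180 s kinetic read.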
# D2 agonist: HTS Assay for Allosteric Agonists of the Human D2 Dopamine Receptor: Primary Screen for Agonists; D(2) dopamine receptor (Homo sapiens), P14416; HEK293 T-REx D2 cells, calcium flux agonist mode; activation, % at 2 µM; hit rate 0.53% among 340,000; AID 485358, 2010;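 active = activation over 3 SD above normal in the single-dose calcium agonist read, cut at about 30% in these data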; note: 0% is about no effect
#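 Agonism is scored from calcium flux in a force-coupled, inducible HEK293 cell line expressing D2, read kinetically for 180 s after compound addition against dopamine controls.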
# RXFP1 ag: qHTS Assay for Agonists of the Relaxin Receptor RXFP1; AID 2676, 2010; hit rate 0.3% among 370,000; Relaxin receptor 1 (Homo sapiens), Q9HBX9; HEK293T-RXFP1 cAMP TR-FRET, 30 min; response scale: percent of porcine relaxin response, buffer zero; Potency, µM (series often up to 57.5 µM), for inactives: at the highest dose activation, most hits filed as activators; active = well fitted activation curve with a large enough effect; inconclusive = small, poorly fitted or top-dose-only effect; note: potency is the fitted concentration of half-maximal effect; % is set by controls: 0 for no effect and ±100 for the full control effect; nearly all actives have a fitted effect of over 60% in size; many of its hits are not listed in these tables
#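 cAMP rise read by TR-FRET after 30 min, 37C compound exposure (up to 58 uM) in RXFP1-transfected HEK293 cells with Ro 20174 present. EC50 from Hill-equation fits, with 29 nM porcine relaxin as 100% and buffer as basal.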
# TRHR enhancer: qHTS for Small Molecule Agonists and Allosteric Enhancers of Human TRH Receptor: Primary Screen for Enhancers | AID 493056, 2011 | enhancement, % at 2 µM | TRHR cells, fluo-8 calcium fluorescence, EC20 TRH enhancement | hit rate 0.66% among 360,000; in the data active = enhancement above about 30%; note: 0% is about no effect
# Target sequence (P34981 whole entry, looked up): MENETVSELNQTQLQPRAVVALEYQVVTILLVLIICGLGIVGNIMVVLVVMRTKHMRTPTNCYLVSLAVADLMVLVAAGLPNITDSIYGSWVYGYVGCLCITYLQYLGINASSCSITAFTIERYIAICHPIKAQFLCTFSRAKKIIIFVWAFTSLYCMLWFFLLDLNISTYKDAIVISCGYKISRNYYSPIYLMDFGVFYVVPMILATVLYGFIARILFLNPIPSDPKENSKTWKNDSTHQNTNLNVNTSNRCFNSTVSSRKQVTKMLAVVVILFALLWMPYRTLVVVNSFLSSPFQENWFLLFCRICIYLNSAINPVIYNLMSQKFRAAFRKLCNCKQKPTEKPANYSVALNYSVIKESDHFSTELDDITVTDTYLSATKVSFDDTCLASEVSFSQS
#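 Enhancer read-out: after compound pinning and an initial kinetic agonist-mode read, an EC20 of TRH (10 nM final) was injected and fluo-8 calcium signal (Ex 480/Em 530) followed at 1 s/cycle for 100 cycles in TRHR-expressing cells.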
# D1 ag: Allosteric Agonists of the Human D1 Dopamine Receptor: qHTS; HEK293 T-REx D1 cells, calcium flux, agonist mode; AID 504660, 2011; hit rate 1% among 360,000; D(1A) dopamine receptor (Homo sapiens), P21728; activation, % at 2 µM; in the data active = activation above about 30%; note: 0% is about no effect
#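 Tetracycline-induced HEK293 TREx D1 cells, force-coupled to calcium signalling, were dye-loaded with a no-wash calcium kit. Compound was pin-added after a 10 s baseline. Fluorescence was read kinetically at 1 cycle/s for 180 s, with calcium rises flagged as agonism.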
# The depositor's hits bear a star; ? = inconclusive; . = not tested or not shown. Some of the compounds tested; rates above refer to the full screens.
# Values run as follows: D1 potentiator, D1 ag, D2 PAM, D2 agonist, RXFP1 antag, RXFP1 ag, D2 antagonist, TRHR enhancer, D1 antagonist
- COc1ccccc1NS(=O)(=O)c1cccc(C(=O)NNC(=O)c2ccc(=O)[nH]c2)c1
→ ., 6, -1, 1.2, -3, 0.2%, -11, -3, -32*
- CCCCNS(=O)(=O)c1ccc(OC)cc1
→ -2, 2, 6, -0.3, 8, 2.1%, 9, 9, -14
- Cc1ccn2c(C(=O)N/N=C\c3ccc4c(c3)OCO4)c(C)nc2c1
→ 2, 6, -6, -0.4, -2, -0.4%, -1, -7, -3
- COc1ccc(NC(=O)CSc2nnnn2C2CC2)cc1S(=O)(=O)N1CCOCC1
→ 0, 2, 0, -0.3, 4, -2.2%, -9, -6, -4
- COc1ccccc1-n1cc([C@@H]2C[C@H]3CN(c4ccccc4)C(=O)[C@]34CCCN24)cn1
→ 8, 1, 4, 0.4, 5, 1.1%, 1, 6, 8
- Cc1cccc(-n2c(C)cc(/C=N/NC(=O)c3cccc([N+](=O)[O-])c3C)c2C)c1
→ -1, 8, -5, -0.3, -15, 4.7%, -16, 0, 20
- O=C(Nc1ccncc1)Nc1ccc(F)c(Cl)c1
→ -6, 23, 9, 0.7, -11, -1.9%, 7, 36*, -13
- COc1cccc(CNC(=O)CN2C(=O)CSc3c2c(C)nn3-c2ccccc2)c1
→ -1, 1, 9, 1.4, ., -0.6%, ., 3, 2
- OC1(c2ccccc2)CN(c2ccccc2)C2=[N+]1CCS2 (stereo not given)
→ -10, 0, 10, -0.8, -7, -0.4%, -1, 2, -4
- O=C(COC(=O)CNC(=O)c1cccc([N+](=O)[O-])c1)Nc1nc2ccccc2s1
→ -8, 3, -2, -0.3, -20, 3.1%, 4, -3, -8
- O=C(O)c1cc(-c2ccco2)[nH]n1
→ 3, 2, -9, -0.7, -4, 0.6%, 11, -3, -11
- CCN1CCN(C(c2ccc(OC)cc2)c2nnnn2Cc2ccc3c(c2)OCO3)CC1 (stereo not given)
→ 2, 7, -2, -0.1, 4, 2.0%, 7, -2, 9
- COCCN(C(=O)COC(=O)CCc1ccccc1OC)c1c(N)n(Cc2ccccc2)c(=O)[nH]c1=O
→ -6, 3, 2, -2.0, -15, 2.2%, -3, 13, 5
- CCCCN(C)CCNC(=O)c1cc(-c2ccc(Cl)s2)nc2ccccc12
→ 0, 30, -13, 0.7, ., 11%, ., 10, -16
- O=C(CCS(=O)(=O)c1cccc2nonc12)N1CCOCC1
→ -1, 1, 22, 0.3, -7, 1.9%, 11, -3, 27

# Next section, starting with the last three of the part before.
# Values run as follows: D1 potentiator, D1 ag, D2 PAM, D2 agonist, RXFP1 antag, RXFP1 ag, D2 antagonist, TRHR enhancer, D1 antagonist
- COCCN(C(=O)COC(=O)CCc1ccccc1OC)c1c(N)n(Cc2ccccc2)c(=O)[nH]c1=O
→ -6, 3, 2, -2.0, -15, 2.2%, -3, 13, 5
- CCCCN(C)CCNC(=O)c1cc(-c2ccc(Cl)s2)nc2ccccc12
→ 0, 30, -13, 0.7, ., 11%, ., 10, -16
- O=C(CCS(=O)(=O)c1cccc2nonc12)N1CCOCC1
→ -1, 1, 22, 0.3, -7, 1.9%, 11, -3, 27
- COc1cc(C#N)ccc1OCC(=O)c1ccc2c(c1)OCCO2
→ -6, 3, 4, -0.4, -1, 1.6%, -28, 3, 1
- CC(=O)c1sc(NC(=O)c2ccc(Br)o2)nc1C
→ -3, 10, 6, -2.0, -5, 5.1%, 2, -2, -2
- CCn1cc(Cl)c(C(=O)N2N=C3/C(=C/c4cccs4)CCCC3C2c2cccs2)n1 (stereo not given)
→ 2, 2, -9, 1.9, 2, 0.3%, 6, -4, 23
- COc1ccccc1NC(=O)Nc1nnc(CC(=O)Nc2ccccc2)s1
→ -2, 2, 0, 0.3, ., 2.5%, 2, 2, 3
- CN1CCN(C(=O)C2=C[C@H](c3ccc4c(c3)OCO4)C[C@H](OCc3ccc(CO)cc3)O2)CC1
→ -3, -6, -9, -0.1, ., -1.0%, 2, 18, -5
- O=C1CCCC/C1=N\Nc1ccc(OCc2ccccc2)cc1
→ -4, 12, -5, 0.9, -21, 1.7%, -13, 0, -20
- CCN(CC)S(=O)(=O)c1ccc2oc(C(=O)N3CCc4ccccc4C3)c(C)c2c1
→ 5, 5, 0, 0.0, -8, 1.2%, -8, -11, 14
- CC1CCCC(C)N1C(=O)COc1ccc(C(=O)Nc2ccccc2N2CCOCC2)cc1 (stereo not given)
→ -1, 1, 1, 4.3, -6, 1.1%, -5, -3, -28
- Cc1ccc(S(=O)(=O)NN2C(=O)/C(=C/c3ccc(F)cc3)SC2=S)cc1
→ 0, 4, -10, 0.8, -14, -2.1%, -9, 6, -3
- O=C(COc1ccccc1C(=O)Nc1ccccc1)c1ccc(Br)cc1
→ 2, 3, 0, 1.2, -3, 3.6%, -5, -6, -21
- CCCCn1c(N)c(N(CCC)C(=O)C2CCCC2)c(=O)[nH]c1=O
→ 2, 0, 18, 0.4, -5, 1.1%, -13, 25, -5
- CCC(Cc1ccccc1)NC(=O)Cn1cccc1C(=O)c1ccccc1 (stereo not given)
→ 0, 1, 4, 0.0, -114*, 0.4%, -24, -7, 11
- CN(C)c1ccc(C(O)P(=O)(OCc2ccccc2)c2ccc(N(C)C)cc2)cc1 (stereo not given)
→ -4, 2, -5, 0.5, -11, -2.1%, -2, 0, 2
- COc1cc(/C=N/NC(=O)c2cc(-c3ccccc3)sc2N)cc(OC)c1OC
→ 3, 3, 7, 1.7, 4, 3.6%, -5, 3, 27
- COc1cc(NC(=O)c2ccc(-c3ccc(Br)cc3)o2)ccc1NC(=O)C(C)C
→ 7, 0, 3, -1.1, -8, ?, -9, 7, 3
- CN(CC(=O)Nc1ccc(Cl)c(C(F)(F)F)c1)C(=O)CNC(=O)C1CCCCC1
→ 1, 1, -7, -0.3, -7, -0.1%, -14, 4, 2
- O=C(NC1(C(F)(F)F)C(=O)Nc2c1c(=O)[nH]c(=O)n2Cc1ccco1)C1CCCCC1 (stereo not given)
→ -3, 2, 2, 1.1, 0, -0.5%, -20, -2, 7
- Cc1ccc(NC(=O)CSc2nc(-c3ccco3)cc(C(F)(F)F)n2)c(C)c1
→ -3, 0, -10, 0.1, -12, 1.3%, ., 1, 1
- COCCCn1c(SCC(=O)NC(C)(C)C)nnc1-c1ccccc1
→ 4, 2, 12, -0.4, -4, -0.8%, -16, 11, 31
- O=C(CSc1nnc(Nc2ccccc2)s1)Nc1ccc(S(=O)(=O)N2CCOCC2)cc1
→ -3, 3, 1, -0.3, -13, 1.1%, -8, 1, -15
- O=C(O)CC(c1cccc(Cl)c1)n1cccc1 (stereo not given)
→ -3, 1, ., ., 6, 1.1%, ., 1, 0
- COc1cc(C(=O)N/N=C(\c2ccccc2)c2ccccn2)cc(OC)c1OC
→ -8, 0, 2, 10, -11, 0.8%, 1, 4, -10
- COc1ccc(-c2cn3nc(N4CCCC(C(=O)Nc5ccc(C)c(C)c5)C4)sc3n2)cc1 (stereo not given)
→ 4, -1, 2, -0.7, -7, 0.3%, ., -4, 13
- C=CCN1C(=O)c2ccc(C(=O)N(C)CC(=O)Nc3ccc(Br)cc3C)cc2C1=O
→ -1, 2, ., ., -3, -0.7%, ., 1, 1
- Cc1cccc(NS(=O)(=O)c2ccc3c(c2)CCN3C(=O)CCC(=O)O)c1C
→ -1, 1, -2, 0.3, ., 1.6%, ., 2, -4
- COC(=O)c1ccc(CN2CCN(Cc3ccccc3)C(CCO)C2)cc1 (stereo not given)
→ -6, 6, -10, 0.2, -13, -0.5%, -3, 14, 1
- CC(CNC(=O)Cn1ccc2cc(S(=O)(=O)N3CCCC3)ccc21)c1ccccc1 (stereo not given)
→ -4, 5, 13, -0.2, 3, 3.1%, -7, -3, -14
- O=C(COC(=O)CNS(=O)(=O)c1c(F)cccc1F)NC(=O)NC1CCCCC1
→ 2, 1, 13, -0.2, 1, 1.1%, 1, 2, 22
- COC(=O)N/N=C\c1c(C)nn(-c2ccccc2)c1Cl
→ 0, 2, ., ., 5, 0.3%, ., -3, -7
- COc1ccccc1/C=C/C(=O)NCCc1ccccn1
→ -7, 1, 5, 0.1, -25, -1.0%, 4, 29, -5
- O=C(CCC(=O)OCc1ccc(C(=O)Oc2ccccc2)cc1)Nc1cccc2ccccc12
→ -1, 1, -2, -0.5, -14, 1.0%, 19, -1, -4
- Clc1ccc(CN2C3=NCCN3c3ccccc32)cc1
→ 1, 15, -6, -0.4, -8, 1.4%, -7, -3, 1
- NC(=O)c1ccc2c(=O)c(O)c(-c3cc(Cl)c(N)c(Cl)c3)[nH]c2c1
→ -4, 4, 8, -0.1, ., 11%, 4, -2, 12
- O=C(NC1CC2CCCC(C1)N2C(=S)Nc1ccccc1)C1CC1 (stereo not given)
→ 5, 0, 18, 0.4, -9, 2.8%, -12, 11, 29
- O=C(Nc1ccc(CN2CCOCC2)cc1)c1ccc(-c2cccc(Cl)c2)o1
→ -7, 11, 16, 0.3, -17, -0.4%, 6, 2, -22
- Cc1cc2ccccc2nc1Br
→ 7, 0, -3, 0.2, -9, 1.1%, -3, 11, 5
- CCC(C)c1ccc(NC(=O)N2CCOCC2)cc1 (stereo not given)
→ -2, -2, 8, 1.0, -4, -2.8%, -5, 3, -15
- C[n+]1cccc(C(=O)Nc2ccccc2)c1
→ -4, 2, -2, 0.1, -4, 2.9%, 3, -3, -11
- Cn1cccc1/C=N/n1c(-c2ccc(Cl)cc2Cl)n[nH]c1=S
→ -2, 44*, 0, 2.3, -23, -0.2%, -5, 2, 3
- Cc1cccc(C)c1NC(=O)NC1CCc2ccccc21 (stereo not given)
→ 0, 0, 1, ., 0, 0.6%, ., 2, -8
- CC(=O)NC(Cc1ccccc1)C(C)=O (stereo not given)
→ -2, 1, 28, 1.0, -4, -2.0%, 7, 0, 0
- Cc1ccc(C)c(NC(=O)C(=O)NCCc2csc(-c3ccc(C(F)(F)F)cc3)n2)c1
→ -2, 0, -3, 1.2, -12, 0.0%, ., 0, 16
- CCCCC[n+]1ccn(C2=C([O-])c3ccccc3C(=O)/C2=N\S(=O)(=O)c2ccccc2)c1
→ 0, 0, -7, -0.5, 9, 0.6%, 11, -8, -9
- COc1cccc(-c2cc(C(F)(F)F)n3ncc(C(=O)NCC4CCCO4)c3n2)c1 (stereo not given)
→ -2, 4, 13, 0.7, -4, 5.5%, 1, 0, -4

# Bioassay records as filed in PubChem BioAssay.
